EPAC2 antag – EPAC2 (human) antagonism; Q8WZA2; Potency, µM (top dose mostly 114 µM), for inactives: at the highest dose activity, negative = inhibition, hits mostly inhibitors; hit rate 0.18% among 360,000; EPAC2 GEF exchange of Rap1B-BODIPY-GDP, fluorescence; AID 720708; note: potency is the fitted concentration of half-maximal effect; % is set by controls: 0 for no effect and ±100 for the full control effect; nearly all actives have a fitted effect of over 45% in size; many of its hits are not listed in these tables
PLK1 PBD inh – inhibitors of human PLK1 polo-box domain binding. P53350. Potency, µM, without a hit: max response, negative = inhibition, usual class: inhibitors. Plk1 PBD binding of FITC phosphopeptide, fluorescence polarization. hit rate 2.8% among 360,000; note: potency is the fitted concentration of half-maximal effect; series mostly up to about 57 µM; % is set by controls: 0 for no effect and ±100 for the full control effect; nearly all actives have a fitted effect of over 65% in size
MmCpn inh – M. maripaludis TRiC chaperonin inhibition; purified Mm-Cpn ATPase, ADP Transcreener TR-FRET; Potency, µM (top dose mostly 76.9 µM), for the others: top-dose activity, negative = inhibition, hits mostly inhibitors; hit rate 0.031% among 330,000; note: potency is the fitted concentration of half-maximal effect; % is set by controls: 0 for no effect and ±100 for the full control effect; nearly all actives have a fitted effect of over 80% in size
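Compound-treated chaperonin, 25 nM final, turns over 10 uM ATP at 37°C for 30 min following a 10 min preincubation; ADP generated competes with ADP-d2 for Eu-cryptate antibody, lowering FRET.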
PI5P4K alpha inh – PI5P4K alpha (human) kinase inhibition; hit rate 1.2% among 330,000; PI5P4Kalpha enzyme, ADP-Glo luminescence, 60 min; active compounds read low; P48426; max response, %; active = max response of -50% or lower; inconclusive = between -30% and -50%; inactive = -30% or higher; note: value at the top dose of about 77 µM; % is set by controls: 0 for no effect and ±100 for the full control effect
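qHTS, 1536-well: enzyme/substrate mix, compound by pin tool, 5 microM ATP final; RT 60 min; ADP-Glo reagents 1 (45 min) then 2 (30 min); luminescence.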
WRN helicase inh – inhibitors of human WRN helicase; WRN helicase unwinding, fluorescent forked duplex, kinetic; Potency, µM (titrated, usually from 114 µM), without a hit: at the highest dose activity change, negative = inhibition, usual class: inhibitors; hit rate 0.46% among 360,000; note: potency is the fitted concentration of half-maximal effect; % is set by controls: 0 for no effect and ±100 for the full control effect; nearly all actives have a fitted effect of over 55% in size
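WRN at 20 nM final preincubated with compound 15 min at room temperature; reaction started with 100 nM fluorophore/quencher forked duplex oligonucleotide and 2 mM ATP final. Unwinding followed kinetically by red fluorescence (ex 525, em 598 nm).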
EPAC1 antag – blocks human EPAC1 exchange factor; O95398; EPAC1 GEF assay, Rap1b-BODIPY-GDP exchange fluorescence; Potency, µM (highest dose often 115 µM), without a hit: at the top dose activity change, negative = inhibition, most hits filed as inhibitors; hit rate 0.14% among 360,000; AID 720709;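 note: potency is the fitted concentration of half-maximal effect; plate controls were vehicle for no effect and positive control for full effect; nearly all actives have a fitted effect of over 50% in size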
EPAC1 agonist – agonists of human EPAC1; EPAC1 agonist qHTS, biochemical assay; response scale: 100% = response to 6.5 mM cAMP; Potency, µM (doses to about 154 µM), inactives show at the top dose activation, actives largely listed as activators; hit rate 0.073% among 360,000; AID 720707; note: potency is the fitted concentration of half-maximal effect; nearly all actives have a fitted effect of over 60% in size
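Nucleotide exchange assay: 100 nM EPAC1 with 250 nM Rap1B loaded with BODIPY-GDP and 50 uM GDP, room temperature. Fluorescence (480/540 nm) read every 5 min for 30 min; signal change normalized to 6.5 mM cAMP as full agonist.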
CCT chaperon mod – cytosolic chaperonin activity modulation; activity change, % (no concentration beside the values), hits read low; AID 651819; hit rate 0.3% among 360,000; purified chaperonin ATPase assay, HTRF ADP detection, 30 min; in the data active = activity change below about -30%; note: % is set by controls: 0 for no effect and ±100 for the full control effect
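ATPase activity: ADP formed was measured by HTRF Transcreener (665/615 nm ratio) after 30 min at 37 deg C with 10 uM ATP. Compounds screened at one 76 uM concentration against 40 or 20 nM TRiC in Tris pH 7.4/KCl/MgCl2/DTT buffer.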
Active calls of the source: *; ? = inconclusive; nt = no result given; [ ] = remark or other dose. Unless noted, calls come from the whole dose curve; as a rule, active = well fitted curve in the direction sought with a large enough effect; inconclusive = small, poorly fitted or top-dose-only effect, or another doubt; inactive = no such curve, though single readings can be large; an effect the other way counts as inactive or inconclusive. This is a subset; rates above refer to the full screens.

SMILES	EPAC2 antag	PLK1 PBD inh	MmCpn inh	PI5P4K alpha inh	WRN helicase inh	EPAC1 antag	EPAC1 agonist	CCT chaperon mod
CCCn1cnc2c(c1=O)c1nc3ccccc3nc1n2CCc1ccccc1	-2%	2%	?	nt	-6%	12%	5%	0.5
CCOC(=O)CC1COc2ccccc2N1C(=O)c1cccc([N+](=O)[O-])c1 (centres undefined)	-2%	4%	1%	8	-5%	-6%	6%	1.7
O=C(CSc1nncn1-c1ccccc1)NC1CCCc2ccccc21 (centres undefined)	6%	2%	-1%	-1	-7%	-1%	-10%	0.6
COc1ccccc1-c1nnc(N)s1	-5%	?	0%	-1	?	-1%	1%	-0.2
O=C1NC[C@H](c2ccccc2)OC(=O)[C@H](Cc2ccc(F)cc2)CC/C=C/C[C@H]1CC(=O)N(CCO)Cc1ccccc1	-6%	-13%	-3%	-3	-32%	-22%	-19%	-1.9
C=CCNC(=O)c1ccccc1NC(=O)Nc1ccccc1	-5%	-4%	-1%	nt	-6%	4%	7%	-4.8
OCC1(Cc2ccccc2)CCN(Cc2cnn(-c3ccccc3F)c2)CC1	0%	-14%	0%	10	5%	2%	3%	-1.4
Cc1noc(C)c1-c1nnc(-c2ccc(C(F)(F)F)cc2)o1	2%	-9%	2%	0	1%	9%	1%	-1.2
COC(=O)c1c(NC(=O)C(C)C)sc2c1C(C(=O)OC)CC2 (centres undefined)	3%	-4%	0%	-2	2%	4%	-13%	-0.7
COc1ccc(Cl)cc1NC(=O)c1nnn(CC(=O)Nc2ccc(C)c(C)c2)c1N	1%	-11%	-8%	-1	3%	8%	-1%	-1.6
CN(c1ccccc1C(=O)Nc1cccnc1)S(C)(=O)=O	-1%	1%	nt	nt	1%	11%	6%	-5.7
Cc1ccc(S(=O)(=O)CCC(=O)OCC(=O)NC(C)c2ccc(F)cc2)cc1 (centres undefined)	-2%	-16%	0%	1	6%	13%	-15%	-4.5
COc1ccc(-c2nc(CS(=O)CC(=O)NC3CCCc4ccccc43)c(C)o2)cc1OC (centres undefined)	-10%	-9%	-3%	8	7%	-6%	-8%	-5.3
COc1ccc(Cl)cc1C(=O)Nc1ccc2c(c1)OCO2	-2%	-7%	0%	12	-13%	-11%	9%	-1.8
CCc1c(O)nc(SCC(=O)Nc2ccc(C)cc2)n(C2CCCCC2)c1=O	0%	3%	nt	nt	-11%	-3%	3%	0.7
COc1nc(N2CCOCC2)nc(-n2cccc2)n1	6%	-1%	-2%	nt	-3%	-1%	-5%	-2.8
COc1ccc(CCC(=O)N2CC(C)OC(C)C2)cc1 (centres undefined)	5%	-10%	0%	nt	10%	10%	5%	-0.2
COc1cc(NC(=O)COC(=O)c2cnc(C)cn2)c(C)cc1[N+](=O)[O-]	1%[57.1 µM]	-5%	-5%	11	0%	5%	10%	0.0
COc1ccc(CCNC(=O)CSCc2ccc(Cl)cc2)cc1OC	0%	-5%	-3%	7	1%	-19%	-1%	-0.1
Fc1ccccc1-c1nc(N2CCCCC2)c2ccccc2n1	-5%	-2%	1%	18	-4%	-8%	0%	-0.6
CC(=O)Nc1ccc(N2CCOCC2)c(Cl)c1	4%	-7%	1%	-1	-3%	-6%	6%	-2.7
O=C(CCCC(=O)OCC(=O)c1ccc(F)cc1)Nc1cc(C(F)(F)F)ccc1Cl	-4%	-4%	-6%	nt	6%	1%	3%	-2.2
COc1ccc(NC(=O)N2CCCCC2c2cccnc2)cc1 (centres undefined)	11%	-8%	0%	-4	-2%	-7%	2%	0.6
O=C(NC1CCSc2ccccc21)c1cccc([N+](=O)[O-])c1 (centres undefined)	-2%	-20%	0%	0	-7%	-14%	7%	-0.9
CC(=O)NC1CC2CCCC(C1)N2C(=O)Nc1ccc(Cl)c(C(F)(F)F)c1 (centres undefined)	-8%	-8%	1%	13	-1%	-13%	-3%	-5.3
Further entries
SMILES	EPAC2 antag	PLK1 PBD inh	MmCpn inh	PI5P4K alpha inh	WRN helicase inh	EPAC1 antag	EPAC1 agonist	CCT chaperon mod
O=C(COc1ncnc2ccccc12)N1CCN(c2ccccc2)CC1	1%	-1%	0%	9	-8%	-2%	-4%	-1.2
Cc1nn(C)c(C)c1NC(=O)COc1ccc(F)cc1Br	?	3%	2%	-1	-11%	1%	-5%	0.2
CC(Cc1ccccc1)NC(=O)c1cc([N+](=O)[O-])ccc1Cl (centres undefined)	-1%	-12%	1%	3	1%	-24%	2%	-0.4
COC(=O)CN1C(=S)N(c2ccc(OC)cc2)C(=O)C1CC(=O)Nc1ccc(F)cc1 (centres undefined)	-3%	-20%	3%	9	-6%	-19%	-12%	-2.3
O=c1c(Cl)c(Cl)cnn1Cc1ccc(F)cc1	-25%	-4%	-1%	11	-7%	-4%	4%	1.8
Cc1ccccc1-n1nnnc1-c1ccccc1	18%	-13%	-2%	nt	3%	11%	-2%	2.4
COc1ccc(-n2c(C)nn(CC3CC3)c2=O)cc1	-4%	-3%	-3%	2	-8%	-7%	3%	0.5
CC(C)c1onc(C(=O)N2CCC(C(N)=O)CC2)c1[N+](=O)[O-]	2%	0%	0%	-8	-2%	5%	-2%	-1.9
O=C(Nc1ccc(S(=O)(=O)Nc2nccs2)cc1)c1nn(-c2ccc(F)cc2)ccc1=O	-1%	?	4%	-70*	50µM*	-23%	-2%	-0.7
O=C(N/N=C(\c1ccccc1)c1cccnc1)c1cccc(F)c1	13%	8%	2%	0	-2%	-2%	2%	-5.7
Cc1sc2nc(NCCO)[nH]c(=O)c2c1C	-12%	-10%	-2%	-6	-6%	-6%	-6%	-0.8
Cc1nc2ccccn2c1C(=O)NCc1cccnc1	4%	-2%	1%	nt	3%	7%	-4%	-5.3
COc1ccc(-c2noc(-c3ccc(Br)o3)n2)cc1OC	6%	2%	-3%	nt	9%	3%	-3%	0.5
CCCn1c(SCC(=O)NC2CC2)nnc1-c1cccs1	-2%	-4%	0%	-1	7%	-3%	2%	-2.1
CCCOc1ccccc1C1C(C(=O)OC)=CN(C(C)C)C=C1C(=O)OC	-7%	1%	1%	-1	-27%	-9%	5%	-1.4
CC1CCCCC1NC(=S)Nc1cccc(S(=O)(=O)N(C)C)c1 (centres undefined)	5%	-20%	-1%	0	-4%	-8%	-2%	-2.4
Nc1nnc(SCC(=O)Nc2cccc(S(=O)(=O)N3CCOCC3)c2)s1	1%	-3%	2%	-9	-6%	-10%	0%	0.6
CCc1ccc(NS(=O)(=O)c2ccc3[nH]cc(C(=O)N4CCc5ccccc54)c(=O)c3c2)cc1	-3%	-4%	-1%	-22	-19%	-22%	14%	-0.3
Cc1ccc(C(=O)Nc2cc3ccccc3oc2=O)cc1	17%	-5%	3%	-11	4%	15%	-7%	-2.8
CC(/C=C/c1ccco1)=N\NC(=O)CNc1cccc(C)c1	8%	-7%	-2%	-3	-10%	-18%	10%	1.4
COc1ccc(C)cc1NC(=O)CC1COc2ccccc2O1 (centres undefined)	-19%	-8%	-1%	11	-8%	-5%	-3%	1.8
COCCN(Cc1cc2cc(C)ccc2n2nnnc12)C(=S)Nc1ccccc1C	13%	-19%	4%	0	0%	-20%	-14%	-1.4
CCc1nnc(NC(=O)CSc2nnc(COc3ccccc3)n2-c2ccc(C)cc2)s1	-3%	-2%	1%	-3	-10%	-5%	6%	1.2
CCCCCCNC(=O)Nc1ccccc1	-3%	-12%	1%	nt	-13%	-10%	5%	-2.6
Cc1ccc([N+](=O)[O-])cc1S(=O)(=O)n1ccnc1C	-5%	4.2µM*	2%	?	1%[57.1 µM]	-10%	4%	0.1

4 entries picked at random from the list so far, as already listed:
SMILES	EPAC2 antag	PLK1 PBD inh	MmCpn inh	PI5P4K alpha inh	WRN helicase inh	EPAC1 antag	EPAC1 agonist	CCT chaperon mod
COc1ccc(-n2c(C)nn(CC3CC3)c2=O)cc1	-4%	-3%	-3%	2	-8%	-7%	3%	0.5
Cc1nc2ccccn2c1C(=O)NCc1cccnc1	4%	-2%	1%	nt	3%	7%	-4%	-5.3
CCCCCCNC(=O)Nc1ccccc1	-3%	-12%	1%	nt	-13%	-10%	5%	-2.6
Cc1sc2nc(NCCO)[nH]c(=O)c2c1C	-12%	-10%	-2%	-6	-6%	-6%	-6%	-0.8

Going on with the list.
SMILES	EPAC2 antag	PLK1 PBD inh	MmCpn inh	PI5P4K alpha inh	WRN helicase inh	EPAC1 antag	EPAC1 agonist	CCT chaperon mod
O=C(OCc1cn([C@@H]2C[C@H](c3ccccc3)N(C(=O)c3cccs3)C[C@H]2O)nn1)c1ccccc1	7%	-7%	nt	-14	-7%	-2%	-10%	-2.1
NS(=O)(=O)c1ccc(NC(=O)CN2CCN(S(=O)(=O)/C=C/c3ccccc3)CC2)cc1	-1%	-3%	3%	?	-19%	-15%	8%	-0.4
COc1ccc(OC)c(-c2cc(C(=O)NCCN3CCOCC3)no2)c1	-7%	-12%	1%	-7	3%	-8%	5%	-0.6
COc1ccc(CN2C(=O)C(CC(=O)NC3CCCC3)CC(C(=O)N(C(C)C)C(C)C)=C2C)cc1 (centres undefined)	2%	-3%	nt	-5	6%	7%	-11%	-2.4
Cc1c(NC(=O)C2CCN(S(=O)(=O)c3cccs3)CC2)c(=O)n(-c2ccccc2)n1C	12%	1%	0%	5	5%	11%	-18%	-1.3
CCc1ccc(NC(=O)C2CCN(S(=O)(=O)c3ccc4c(c3)NC(=O)C(C)S4)CC2)cc1 (centres undefined)	-18%	10%	-3%	1	-33%	-26%	15%	-0.6
CCOc1ccc(CCN2C(=S)N([C@@H](CC(C)C)CN3CCCC3CN3C(=S)NC[C@@H]3CC(C)C)C[C@@H]2Cc2ccc(O)cc2)cc1 (some centres undefined)	-1%	0%	nt	17	-3%	?	-30%	0.8
C/C(=N\N1CCN(C2c3ccccc3-c3ccccc32)CC1)c1cccnc1	-10%	-7%	0%	0	-22%	-14%	22%	-3.6
C=CCNC(=O)c1cn(CC)c2cc(N3CCN(C(=O)c4ccco4)CC3)c(F)cc2c1=O	-24%	-19%	0%	?	-7%	-19%	-5%	-0.4
O=C(NNS(=O)(=O)c1ccc([N+](=O)[O-])cc1)c1ccccc1	11%	-1%	nt	13	2%	5%	-3%	-2.6
C/C(=N\OCC(=O)Nc1ccccc1Br)c1cccs1	-16%[57.1 µM]	-1%	3%	8	-3%	-21%	-5%	0.9
COc1ccc2[nH]cc(CCNC(=O)Cc3ccc(Br)cc3)c2c1	0%	-10%	0%	-1	3%	4%	10%	-6.2
CCOC(=O)[C@@H]1[C@H]2COc3cc(OC)ccc3[C@H]2N2C(=O)N(c3ccc(Cl)cc3)C(=O)[C@]12C	-1%	-11%	0%	9	-26%	-3%	-5%	-1.8
O=C(CCCOc1ccccc1)NC1CCCc2ccccc21 (centres undefined)	13%	-4%	-3%	8	4%	2%	-4%	-1.1

Compound activity as filed in PubChem BioAssay.
